GCN5L2 inh: blocks human GCN5L2 histone acetyltransferase; actives 0.21% (n = 390,000); GCN5L2 HAT assay, ThioGlo1 CoA-SH fluorescence; Q92830; Potency, µM (highest dose often 58.9 µM), for the others: at the highest dose activity change, negative = inhibition, actives largely listed as inhibitors
Target sequence (Q92830 whole entry, looked up): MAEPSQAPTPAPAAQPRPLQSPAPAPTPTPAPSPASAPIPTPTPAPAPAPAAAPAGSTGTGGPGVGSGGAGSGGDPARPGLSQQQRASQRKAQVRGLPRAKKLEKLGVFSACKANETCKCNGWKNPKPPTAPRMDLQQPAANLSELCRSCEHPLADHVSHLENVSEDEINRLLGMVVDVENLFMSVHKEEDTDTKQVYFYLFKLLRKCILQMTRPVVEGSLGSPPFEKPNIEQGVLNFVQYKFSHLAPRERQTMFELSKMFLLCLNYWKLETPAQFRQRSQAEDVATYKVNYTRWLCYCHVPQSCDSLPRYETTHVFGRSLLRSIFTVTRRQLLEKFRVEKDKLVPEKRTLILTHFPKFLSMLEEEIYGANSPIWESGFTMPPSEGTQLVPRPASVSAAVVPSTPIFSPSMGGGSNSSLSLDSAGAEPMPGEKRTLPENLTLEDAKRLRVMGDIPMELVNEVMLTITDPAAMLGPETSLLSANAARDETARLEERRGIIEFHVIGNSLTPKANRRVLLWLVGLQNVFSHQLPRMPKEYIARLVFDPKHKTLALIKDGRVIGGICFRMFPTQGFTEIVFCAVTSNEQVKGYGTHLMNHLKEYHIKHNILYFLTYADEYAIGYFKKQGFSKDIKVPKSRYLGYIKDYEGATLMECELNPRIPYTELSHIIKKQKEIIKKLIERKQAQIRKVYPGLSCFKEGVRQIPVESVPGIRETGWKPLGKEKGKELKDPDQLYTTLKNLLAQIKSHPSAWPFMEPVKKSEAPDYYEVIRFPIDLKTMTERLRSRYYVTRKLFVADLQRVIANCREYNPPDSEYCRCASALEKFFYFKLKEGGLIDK
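GCN5L2 (20nM final) in 50mM HEPES, 0.1mM EDTA pH 7.5, 0.01% Tween-20 was preincubated 15 min at room temperature with compound, then given ThioGlo1 (50uM), H3(1-25) peptide (75uM) and acetyl-CoA (70uM); CoA-thiol fluorescence (Ex340/Em540) was read at 0 and 20 min.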
FEN1 inh: human FEN1 inhibition; Potency, µM (doses to about 114 µM), for inactives: at the top dose activity change, negative = inhibition, hits mostly inhibitors; Recombinant FEN1 flap cleavage, fluorescence, 15 min; actives 0.35% (n = 390,000); P39748; also: nearly all actives have a fitted effect of over 65% in size
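Read-out was taken twice, immediately and after 15 min, following addition of 50 nM substrate to 10 nM FEN1 that had sat with test compound for 15 min at room temperature. Curves came from a four-parameter Hill model.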
TDP1 cell CPT: growth inhibition of DT40 Tdp1-/-;hTDP1 cells with camptothecin (screen for TDP1 inhibitors) | Potency, µM (titrated, usually from 46.2 µM), inactives show at the top dose activity change, negative = growth inhibition, usual class: inhibitors | chicken DT40 Tdp1-/-;hTDP1 cells + 20 nM CPT, ATP luminescence, 48 h | actives 12% (n = 420,000); also: nearly all actives have a fitted effect of over 55% in size
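Chicken DT40 Tdp1-/- cells stably complemented with human TDP1 were seeded at 400 cells/well in medium containing 20 nM camptothecin, exposed to pin-transferred compounds, and grown at 37 °C for at least 48 hr. Viability was read as ATP luminescence.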
Active calls of the source: *; ? = inconclusive; nt = not tested or not shown; & = joins results of further samples; [ ] = another dose, or the depositor's remark. Calls follow the shape of the dose curve; as a rule, active = well fitted curve in the direction sought with a large enough effect; inconclusive = small, poorly fitted or top-dose-only effect, or another doubt; inactive = no such curve, though single readings can be large; an effect the other way counts as inactive or inconclusive. % is scaled to controls: 0 for no effect and ±100 for the full control effect; potency is read from the fitted curve at half-maximal effect. This is a subset, so the mix of outcomes need not match the whole.

Molecule	GCN5L2 inh	FEN1 inh	TDP1 cell CPT
Cc1ccccc1Nc1cccc2nonc12	-3%	-15%	2%
Oc1ccc2ccccc2c1C=Nc1ccccc1-c1nc2ccccc2[nH]1	4%	-22%	?
CN(CC(=O)Nc1cccc(F)c1)CC(=O)Nc1ccc(Cl)cc1[N+](=O)[O-]	-4%	-6%	?
CCC(C)N(C(=O)Cn1nc(C)c([N+](=O)[O-])c1C)C1CCS(=O)(=O)C1 (stereo unspecified)	1%	-5%	5%
CC(NC(=O)Nc1cccc(Cl)c1)C(c1cccs1)N1CCCC1 (stereo unspecified)	2%	-10%	-5%
CCOc1ncccc1C(=O)OCC(=O)NCCc1ccc(OC)cc1	-3%	-1%	4%
CCOC(=O)c1ccccc1NC(=O)COC(=O)CCC(=O)c1ccc(C)cc1	-11%	-17%	-9%
C=CCN(C(=O)CNC(=O)c1ccco1)C(C(=O)NC1CCCCC1)c1cccnc1 (stereo unspecified)	-3%	-7%	2%
Cc1ccc(NCc2cccn2-c2nnc(N3CCC(C(=O)NCCc4ccc(Cl)cc4)CC3)s2)cc1	-12%	-5%	?
O=C(CCl)N1N=C(c2cccs2)CC1c1ccco1 (stereo unspecified)	-2%	0%	2.9µM*
Cc1ccn2c(Nc3ccc4c(c3)OCCO4)c(-c3ccc(Cl)s3)nc2c1	-12%	-8%	?
O=C(COc1ccc(F)cc1)c1c(O)cc(O)cc1O	2%	-18%	5%
CCn1nc(C(=O)OCC(=O)NCCN2C(=O)CSC2=O)c2ccccc2c1=O	-3%	7%	-19%
COc1ccc(CNC(=O)c2cc3c(=O)n4ccccc4nc3n(Cc3cccnc3)c2=N)cc1	-1%	-11%	-12%
COc1cc(C2C(=O)N(C3CCCCC3)CC(=O)N2CCc2ccccc2)ccc1OC(C)C (stereo unspecified)	-4%	-4%	-25%
COc1ccc([C@H]2CC(=O)C=C(c3ccc(O)cc3)C2)cc1OC	-3%	8%	?
CCn1c(NCCO)nc2c(c1=O)C(C)(CC)Cc1ccccc1-2 (stereo unspecified)	-6%	14%	?
COC(=O)c1ccc(C2C(C(=O)OCC(C)C)=C(C)N=C3SCCC(=O)N32)cc1 (stereo unspecified)	-19%	-6%	-11%
COc1ccc(C(=O)NCc2nnc(SCC(=O)N3CCc4ccccc43)n2CCc2ccccc2)cc1	-11%	6%	?
Cc1cc(C)c(C)c(S(=O)(=O)N2CCN(C(=O)CCc3nc4ccccc4c(=O)[nH]3)CC2)c1C	-7%	2%	?
COc1ccc(C(=O)NNC(=O)c2ccncc2)cc1	1%	0%	1%
Cc1cc(C)cc(NC(=O)c2cc(C)nc3c2c(C)nn3-c2ccccc2)c1	43%[activator]	15%	nt
COc1ccc(N2CCN(C(C)C(=O)N(C)Cc3ccccc3)CC2)cc1 (stereo unspecified)	-14%	13%	1%
COC(=O)c1cc(OC)c(OC)cc1NC(=O)c1ccc(C)o1	-12%	-27%	15µM*
Cc1csc2nc(CNC(=O)C3CC=CCC3C(=O)O)cn12 (stereo unspecified)	-7%	-17%	21%
CCOc1ccc(/C=N/Nc2cc(=O)n(C)c(=O)n2C)cc1	-5%	1%	5%
CCCNC(=O)c1cccc(Br)c1	-13%	-3%	4%
COc1cccc(C(=O)NCCS(=O)(=O)N2CCc3ccccc3C2)c1	0%	-8%	4%
CN(CCNC(=O)c1ccc(CS(=O)(=O)c2c(Cl)cccc2Cl)o1)CCc1ccccc1	0%	-5%	?
Cc1cc(C(=O)Cn2cnc3ccc(Cl)cc3c2=O)c(C)n1C1CC1	nt	18%	2%
Cc1ccc(NCc2ccccc2O)cc1	-3%	11%	?
COc1ccc2oc(C(=O)OCC(=O)NC3(C#N)CCCC3)c(C)c2c1	-10%	1%	-4%
COc1ccccc1-c1nn(CCC(=O)Nc2cccc(C(C)=O)c2)c2nc(C)cc(C)c12	-6%	?	?
COc1ccc(NC(=O)NCCCCc2ccccc2)c(OC)c1	-2%	0%	?
O=C(NCC(c1ccc(F)cc1)N1CCOCC1)c1cccc(Br)c1 (stereo unspecified)	-6%	12%	?
CC1CCN(C(=O)c2ccc(CSc3ccc(Cl)cc3)cc2)CC1	-6%	-3%	?
O=C(c1cccc(-c2nnc(-c3ccccc3)o2)c1)N1CCCCC1	-6%	-11%	?
COc1ccc(C)cc1Nc1nc2c(S(=O)(=O)c3cc(C)ccc3C)nnn2c2ccsc12	-4%	2%	0%
O=C(c1ccc(C(F)(F)F)cc1)N1CCN(c2ccc(N3CCOCC3)nn2)CC1	-6%	6%	-20%
Cc1ccc(S(=O)(=O)N(C)C)cc1NC(=O)COC(=O)/C(=C/c1ccc(F)cc1)c1cccs1	-6%	11%	13µM*
COc1ccc(/C=C(\C#N)C(=O)OCC(=O)Nc2ccc(-c3nc4ccc(C)cc4s3)cc2)cc1	-3%	16%	?
COCCC(=O)N1CCc2c([nH]c3ccccc23)C1C(C)(C)C (stereo unspecified)	9%	-3%	-24%
CC(Sc1ccccc1F)C(=O)Nc1ccc2c(c1)OCCO2 (stereo unspecified)	-5%	-3%	-6%
Cc1cccc(N2CCN(C(=O)CNC(=O)Cc3ccccc3)CC2)c1C	-1%	5%	?
O=C1CC(c2ccccc2)Cc2nc3nc(C(F)(F)F)nn3cc21 (stereo unspecified)	-5%	-1%	-13%
O=C(CC1N=C2c3ccccc3N=C(SCC(=O)Nc3cccc(Cl)c3)N2C1=O)NCc1cccs1 (stereo unspecified)	-8%	5%	?
O=C1OCc2cc(NC(=O)C34CC5CC(CC(C5)C3)C4)ccc21	0%	-6%	-17%
Cn1c(=O)n(C)c2cc(NC(=O)CCc3ccccc3)c(Br)cc21	-1%	1%	?
CCOC(=O)c1cccc(NC(=O)C2=C(C)C(=O)OC23CCCCC3)c1	-3%	3%	?
CC(C)(C)c1cc(OS(C)(=O)=O)ccc1O	10%	-2%	7%
O=C(COC(=O)c1cccnc1Cl)Nc1ccc2c(c1)OCCO2	-14%	-4%	-13%
Cc1cccc(NC(=O)c2oc3ccccc3c2NC(=O)c2cc(=O)c3ccc(C)cc3o2)c1	0%	-4%	10%
Cc1cc(Cl)ccc1OCC(=O)OCC(=O)N1CCC(C(N)=O)CC1	0%	-14%	-7%
O=C(CC(C(=O)O)C1CCCO1)NCc1ccccc1 (stereo unspecified)	-3%	0%	-1%
Cc1cc(-c2nnc3n2N=C(c2ccc(F)cc2)CS3)n[nH]1	10%	-2%	3%
O=C(NCc1ccccc1C(F)(F)F)C1CCC(=O)N(C2CC2)C1 (stereo unspecified)	1%	-6%	-12%
CCOC(=O)N1CCN(C(=O)c2ccc(S(=O)(=O)c3ccc(C)cc3)c(NC(C)=O)c2)CC1	-9%	0%	0%
Cc1nn(-c2ccccc2)c(C)c1/C=N/NC(=O)CSc1nnc(SCc2ccccc2Cl)s1	-4%	-10%	?
CCOC(=O)N1CCN(c2c(N3CCc4ccccc4C3)c(=O)c2=O)CC1	-18%	20%	?
O=C(c1c(F)cccc1F)N(Cc1cccs1)C1CCCC1	-2%	-21%	12µM*

The list goes on:
Molecule	GCN5L2 inh	FEN1 inh	TDP1 cell CPT
O=C(Cn1c(NCCCCl)nc2ccccc21)c1ccccc1	-15%	0%	-16%
CCOc1ccc(C(=O)COC(=O)CN2C(=O)NC3(CCCCC3C)C2=O)cc1 (stereo unspecified)	4%	11%	4%
O=C(CCC(=O)Nc1ccc(Br)cc1)N/N=C/c1ccc(F)cc1	0%	-14%	-1%
Cc1ccc(OC(=O)c2ccccc2P(=O)(O)O)cc1	-2%	1%	-3%
O=C(O)c1ccc(/C=N/NC(=S)NC2CCCCC2)cc1	-8%	0%	4%
Cc1c(C(=O)NC2CCCCC2C)oc2ccccc12 (stereo unspecified)	-5%	-16%	?
O=c1ccc(-c2ccccc2)nn1Cc1ccc(F)cc1Cl	-5%&-10%	-10%&-6%	?
CCN(CC)CC(=O)Nc1ccc2c(c1)Nc1ccccc1CC2	-13%	-16%	?
COc1ccc(NC(=O)c2c(C)oc3ccc(O)c(CN4CCCC(C)C4)c23)cc1 (stereo unspecified)	-7%	13%	26µM*
CCCn1nnnc1SCC(=O)NCc1ccc(OC)cc1	0%	4%	-2%
CCCC(=O)Oc1ccc(C2NC(=O)c3ccccc3O2)cc1 (stereo unspecified)	-2%	-1%	8%
COCCSc1nc(N)c2c3c(sc2n1)CN(C)CC3	-3%	0%	-18%

Looked up by structure from the list above, six records:
Molecule	GCN5L2 inh	FEN1 inh	TDP1 cell CPT
O=C(CCC(=O)Nc1ccc(Br)cc1)N/N=C/c1ccc(F)cc1	0%	-14%	-1%
O=C(Cn1c(NCCCCl)nc2ccccc21)c1ccccc1	-15%	0%	-16%
CCCC(=O)Oc1ccc(C2NC(=O)c3ccccc3O2)cc1 (stereo unspecified)	-2%	-1%	8%
CCOc1ccc(C(=O)COC(=O)CN2C(=O)NC3(CCCCC3C)C2=O)cc1 (stereo unspecified)	4%	11%	4%
COCCSc1nc(N)c2c3c(sc2n1)CN(C)CC3	-3%	0%	-18%
CCCn1nnnc1SCC(=O)NCc1ccc(OC)cc1	0%	4%	-2%

New compounds follow:
Molecule	GCN5L2 inh	FEN1 inh	TDP1 cell CPT
Cc1ccc2c(c1)N(CC(=O)NCc1cccs1)C(=O)C(C)O2 (stereo unspecified)	-2%	-6%	-3%
CN(CC(=O)Nc1cccc(F)c1)C(=O)Cn1cnc2c1c(=O)n(C)c(=O)n2C	?	14%	-4%
COc1ccc(NC(=O)[C@H](C)NC(N)=O)cc1S(=O)(=O)Nc1cc(C)ccc1Br	-5%	1%	3%
O=C(CCSc1ccccc1)Nc1nc2c(s1)COc1ccccc1-2	-10%	3%	?
CCN(CC)C(=S)SCC(=O)Nc1ccc(F)cc1	3.5µM*	14%	21µM*
Cc1c(C(=O)NCCCN2CCCC2=O)oc2c(Cl)cccc12	0%	16%	-25%
O=C(NC(=S)Nc1ccc(NC(=O)c2cccs2)cc1)c1ccc([N+](=O)[O-])cc1	2%	-2%	-4%
O=C(COC(=O)c1ccc(-n2cnnn2)cc1)c1ccc(Br)cc1	-4%	4%	2%
COc1ccc(OCC(=O)N2CCC(n3nccc3NC(=O)C3CC3)CC2)cc1	0%	-14%	11%
CCOC(=O)CNC(=O)C(Cc1ccccc1)NC(=O)OCc1ccccc1 (stereo unspecified)	-3%	12%	?
Cc1c(NC(=O)CSc2nc3ccc(Cl)cc3[nH]2)c(=O)n(-c2ccccc2)n1C	-7%	-2%	?
CCN(CC)S(=O)(=O)c1ccc(N2CCOCC2)c(NC(=O)c2cccc3c(=O)c(C)c(-c4ccccc4)oc23)c1	nt	-5%	5.8µM*
CCN(Cc1ccccc1)C(=O)c1cccc(S(=O)(=O)N2CCN(Cc3ccccc3)CC2)c1	0%	1%	16µM*
O=C(OCc1cccc(C(F)(F)F)c1)c1cc(S(=O)(=O)N2CCOCC2)ccc1F	-10%	0%	-8%
COc1ccc(C(c2c(O)cc(C)oc2=O)c2c(O)cc(C)oc2=O)cc1	1%	-7%	-9%
COC(=O)c1cccc(C(=O)Nc2ccc(F)cc2)n1	16µM*	-1%	-7%
Cc1ccc(NC(=O)c2c(C)oc3ccc(O)c(CN(C)Cc4ccccc4)c23)c(C)c1	-14%	-13%	16µM*
Cc1ccc(S(=O)(=O)Nc2cccc(-n3cnnn3)c2)cc1	-3%	25%	32%[activator]
O=c1[nH]nc(N/N=C/c2ccccc2OC(F)F)c(=O)[nH]1	-4%	-2%	-4%
O=C1CC(c2cccc(Cl)c2)Cc2nc(N3CCN(c4ccccc4)CC3)ncc21 (stereo unspecified)	-7%	-4%	-3%
COc1cccc(CNc2ccc(C)c(Cl)c2)c1	-17%	-14%	-3%
Cc1ccc(Nc2nnc(-c3ccc(C)c(S(=O)(=O)N4CCN(C)CC4)c3)c3ccccc23)cc1	-11%	-11%	18µM*
Cc1ccc(-n2c(-c3ccncc3)nnc2-c2ccco2)cc1	2%	0%	-13%

Screens: PubChem BioAssay, National Center for Advancing Translational Sciences (NCATS)
